# Screening data from PubChem.
# BRCA1 expr act: increases BRCA1 expression. MCF7-BRCA1-FFLuc reporter, luminescence, 48 h; response scale: scaled: vehicle 0%, 10 µM genistein 100%. Potency, µM (highest dose often 46.1 µM), inactives show at the top dose activation, hits mostly activators. actives 1.1% (n = 380,000); also: potency is read from the fitted curve at half-maximal effect; nearly all actives have a fitted effect of over 80% in size; some results filed as inactive show a strong effect at the top dose
#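 Using MCF7 cells harboring a BRCA1 firefly luciferase reporter, plated 2 h before compound pinning, the screen measured luminescence after 48 h incubation. Responses were normalized to DMSO and 10 microM genistein, then fitted for concentration-effect.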
# p53 reactivation: re-activators of mutant p53. H1299 p53-A138V BP100-luciferase reporter, luminescence, 24 h. Potency, µM (titrated, usually from 92.2 µM), without a hit: at the top dose activity change, positive = activation, usual class: activators. actives 0.063% (n = 320,000); also: potency is read from the fitted curve at half-maximal effect; % of control where 0% means no effect; nearly all actives have a fitted effect of over 45% in size
#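 p53-null H1299 cells stably carrying temperature-sensitive p53-A138V and a BP100-luciferase reporter were pinned with compounds (4-point, 1:5 series) and held 24 hrs at 37 deg C. Luminescence was read 10 min after detection reagent.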
# TRPV1 agonist: agonists of human vanilloid receptor 1 (TRPV1); activation, % at 8.33 µM; AID 540275; Q8NER1; TRPV1-expressing cells, Fluo-8 calcium influx, agonist mode; actives 0.19% (n = 320,000); in the data active = activation above about 80%; inconclusive = between about 30% and that limit; also: 0% is about no effect
#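 Fluo-8 calcium influx in TRPV1-expressing cells, kinetic read (ex 480/em 520 nm). Compound added and read 3 min for agonist activity, followed by capsaicin at EC20 final and 2 min further read for enhancement.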
# ELG1 genotox: inducers of genotoxicity in HEK293T ELG1-luciferase cells; actives 1.3% (n = 330,000); HEK293T ELG1-luciferase reporter, luminescence, 16 h; Potency, µM (highest dose often 46 µM), for inactives: at the top dose activity change, positive = activation, most hits filed as activators; also: potency is read from the fitted curve at half-maximal effect; % of control where 0% means no effect; nearly all actives have a fitted effect of over 60% in size
#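 After overnight (16 hr) compound treatment at 37 °C, ELG1-luciferase HEK293T cells were lysed with ONE-Glo; luminescence quantified 30 min later at room temperature.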
# USP2a block: inhibitors of human ubiquitin-specific protease USP2a; O75604; USP2 core, Ub-CHOP2 coupled fluorogenic reporter, 485/531; Potency, µM (series often up to 38.3 µM), for inactives: at the top dose activity change, negative = inhibition, most hits filed as inhibitors; actives 0.01% (n = 330,000); AID 463254;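 also: potency is read from the fitted curve at half-maximal effect; plate controls were DMSO wells for no effect and full inhibition by NEM control for full effect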
#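 Deubiquitinase activity read as fluorescence (485/531 nm) after Ub-CHOP2 cleavage activates the enterokinase reporter on its substrate; USP2 core 10nM, Ub-CHOP2 and substrate 25nM each, 30min compound preincubation then 60min RT; data normalized to NEM, curves fitted.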
# ASM inhibitor: human S-ASM enzyme inhibition; placental ASM, HMU-PC fluorogenic substrate, 60 min; Potency, µM (doses to about 57.5 µM), for the others: at the highest dose activity change, negative = inhibition, hits mostly inhibitors; actives 0.006% (n = 340,000); AID 504937; also: potency is read from the fitted curve at half-maximal effect
#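 Fluorescence read-out (Ex 386 nm, Em 447 nm) after stopping the reaction at pH 10. Enzyme: ASM from human placenta; substrate HMU-PC0, 9 uM final; 60 min, 37 °C. Compound preincubation 10 min, ambient temperature.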
# Eya2 inh: blocks the phosphatase activity of human Eya2; recombinant Eya2, OMFP fluorescence dephosphorylation (OMFP is methylfluorescein phosphate); Potency, µM (doses to about 76.9 µM), for the others: top-dose activity, negative = inhibition, most hits filed as inhibitors; actives 0.006% (n = 330,000); also: potency is read from the fitted curve at half-maximal effect; % is scaled to controls: 0 for no effect and ±100 for the full control effect
# Target sequence (O00167 whole entry, looked up): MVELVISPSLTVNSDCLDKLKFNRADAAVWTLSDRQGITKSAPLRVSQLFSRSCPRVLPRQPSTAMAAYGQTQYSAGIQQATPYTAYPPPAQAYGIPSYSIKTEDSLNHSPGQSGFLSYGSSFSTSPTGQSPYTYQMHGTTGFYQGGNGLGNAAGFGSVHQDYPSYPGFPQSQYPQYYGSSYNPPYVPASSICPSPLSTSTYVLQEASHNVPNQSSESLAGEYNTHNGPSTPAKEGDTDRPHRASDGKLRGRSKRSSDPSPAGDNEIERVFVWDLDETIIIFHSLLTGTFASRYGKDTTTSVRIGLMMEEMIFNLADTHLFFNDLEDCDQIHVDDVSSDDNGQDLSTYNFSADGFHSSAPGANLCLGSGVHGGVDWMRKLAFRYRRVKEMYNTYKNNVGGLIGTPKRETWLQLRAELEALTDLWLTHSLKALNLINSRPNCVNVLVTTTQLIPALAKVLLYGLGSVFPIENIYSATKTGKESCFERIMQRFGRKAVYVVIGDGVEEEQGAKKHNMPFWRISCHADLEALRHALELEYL
#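 Eya2 (0.2 uM) preincubated 10 min at ambient with compound, then OMFP substrate added at 50 uM; 10 min reaction in 50 mM HEPES pH 7.5, 50 mM NaCl, 5 uM MgCl2, 0.05% BSA, 1 mM DTT. Fluorescence read at Ex 485/Em 525 nm.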
# B2AR arrestin: agonists driving beta-arrestin recruitment to human beta2-adrenergic receptor. P07550. beta-arrestin recruitment to beta2AR, cell-based reporter. Potency, µM (top dose mostly 46.1 µM), without a hit: at the highest dose activation, hits mostly activators. actives 0.02% (n = 330,000);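 also: potency is read from the fitted curve at half-maximal effect; 0% = DMSO controls and full agonism = EC100 isoproterenol or metaproterenol; nearly all actives have a fitted effect of over 65% in size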
# TSG101-PTAP inh: blocks PTAP/TSG101 interaction to inhibit HIV-1 budding; Potency, µM (titrated, usually from 115 µM), without a hit: top-dose activity change, negative = inhibition, actives largely listed as inhibitors; 340,000 tested, under 10 active; AID 493005; Fluorescence polarization, FITC-PTAP peptide / Tsg101 binding; active = well fitted inhibition curve with a large enough effect in the main read-out, with a control signal flat, not every such curve was filed as active; inconclusive = small, poorly fitted or top-dose-only effect, or effect the other way, or a change in a side signal; inactive = no such curve, though single readings can be large or run the other way; also: potency is read from the fitted curve at half-maximal effect; % of control where 0% means no effect
# Target sequence (Q99816 whole entry, looked up): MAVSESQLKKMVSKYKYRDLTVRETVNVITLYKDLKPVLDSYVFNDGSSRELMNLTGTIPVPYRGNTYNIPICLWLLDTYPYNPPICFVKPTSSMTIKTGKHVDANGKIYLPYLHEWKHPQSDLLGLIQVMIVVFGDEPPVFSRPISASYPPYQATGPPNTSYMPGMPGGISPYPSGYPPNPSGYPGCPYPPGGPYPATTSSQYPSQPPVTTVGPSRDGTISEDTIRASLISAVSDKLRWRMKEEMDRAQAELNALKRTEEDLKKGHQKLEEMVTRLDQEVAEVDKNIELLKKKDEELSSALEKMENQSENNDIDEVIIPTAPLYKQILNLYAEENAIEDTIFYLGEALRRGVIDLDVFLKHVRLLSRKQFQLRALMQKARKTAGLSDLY
#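 Compounds were pin-transferred onto Tsg101 binding domain (10 uM final) in HEPES pH 7.5 buffer, then FITC-PTAP peptide was added at 50 nM final. After 20 min at RT, polarization reported peptide displacement across a qHTS concentration series.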
# uPA generation: inhibitors of cell surface uPA generation. cell surface uPA generation assay, qHTS. Potency, µM (doses to about 38.3 µM), without a hit: top-dose activity change, negative = inhibition, hits mostly inhibitors. actives 0.31% (n = 330,000); active = well fitted inhibition curve with a large enough effect; inconclusive = small, poorly fitted or top-dose-only effect; inactive = no such curve, though single readings can be large or run the other way; tested in mouse RAW 264.7 cells; also: potency is read from the fitted curve at half-maximal effect; % is scaled to controls: 0 for no effect and ±100 for the full control effect; nearly all actives have a fitted effect of over 55% in size
# a7 integrin act: integrin-mediated muscular dystrophy alleviation activation; alpha7betagal myoblasts, beta-gal FDG fluorescence, 48 h; Potency, µM (top dose mostly 38.3 µM), for inactives: top-dose activation, actives largely listed as activators; actives 0.064% (n = 350,000);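 also: potency is read from the fitted curve at half-maximal effect; 100% = response of the positive control SU9516; nearly all actives have a fitted effect of over 60% in size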
#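 Alpha7betagal+/- myoblasts (passage 13) were plated 16-24 hr, then exposed to compounds (1:260 dilution of DMSO stock) for 48 hours at 37C. After MPER lysis, β-galactosidase reporter activity was read as FDG fluorescence (ex 480/em 540) after 30 minutes.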
# The depositor's hits bear a star; ? = inconclusive; . = no result given; & = joins results of further samples; [ ] = remark or other dose. Unless noted, calls follow the shape of the dose curve; as a rule, active = well fitted curve in the direction sought with a large enough effect; inconclusive = small, poorly fitted or top-dose-only effect, or another doubt; inactive = no such curve, though single readings can be large; an effect the other way counts as inactive or inconclusive.
SMILES,BRCA1 expr act,p53 reactivation,TRPV1 agonist,ELG1 genotox,USP2a block,ASM inhibitor,Eya2 inh,B2AR arrestin,TSG101-PTAP inh,uPA generation,a7 integrin act
O=C(COc1cccc(NC(=O)c2ccccc2)c1)c1ccc(F)cc1,27%,-2%,22,-7%,6%,-7%,-2%,-1.4%,4%,-11%,-9%
Cn1c(=O)c2c(nc(N3CCOCC3)n2CC(=O)c2ccccc2)n(C)c1=O,.,0%,5,1%,0%,.,-8%,3.4%,.,.,.
CCC(=O)c1cn(CC(=O)Nc2ccccc2Cl)c2ccccc12,7%,17%,-4,-3%,1%,4%,-2%,0.6%,-6%,-24%,-31%
COC(=O)c1cc(Br)c(=O)n(CC(C)C)c1,9%,-6%,-2,-6%,-2%,-1%,4%,0.2%,-2%,-9%,-15%
COc1ccc(N2C(=O)NC3CC2(C)Oc2ccc(Br)cc23)cc1OC (configuration not stated),-42%,-13%,0,-1%,-2%,-1%,1%,-0.1%,0%,-13%,-10%
COc1ccc(CNC(=O)COC(=O)CCc2nc3ccccc3c(=O)[nH]2)cc1,-4%,-2%,3,-1%,-1%,0%,13%,0.1%,-8%,7%,4%
COc1cc2c(C)nc(C)c(C#N)c2cc1OC,-2%,0%,-15,1%,-1%,-2%,4%,-0.4%,-2%,1%,26%
CC1CCC(C(C)C)C(OC(=O)CSc2nc(N)cc(=O)[nH]2)C1 (configuration not stated),-42%,2%,-2,-2%,3%,0%,-7%,-0.2%,-13%,.,23%
Cc1n[nH]c(C)c1N=Nc1cc(Cl)ccc1Cl,3%,-5%,.,-1%,0%,-12%,11%,-0.8%,-4%,-4%,5%
O=C(CCCc1ccccc1)Nc1cccnc1,0%,?,15,?,2%,0%,-3%,-0.1%,-1%,-1%,-20%[1.53 µM]
CC(=O)Nc1ccc(C(=O)CSc2nnnn2C2CCCC2)cc1,15%,1%,-2,3%,1%,-9%,8%,-0.2%,-1%,-7%,16%
COc1ccccc1OCCNC(=O)c1ccc(C(C)(C)C)cc1,?,.,.,.,.,-3%,.,.,0%,1%,-22%
COc1cccc(CNC(=O)C2CCCN(c3nn4c(=O)cc(C)nc4s3)C2)c1 (configuration not stated),0%,9%,0,?,-3%,-1%,-14%,-0.1%,-3%,11%,-1%
CC(C)(Oc1ccc(Cl)cc1)C(=O)N/N=C/c1cn[nH]c1-c1ccccc1,4%,2%,0,-8%,-27%,-5%,-13%,-0.1%,-4%,.,-21%
Cc1cccc(C(=O)N/N=C/C(C)Cc2ccc3c(c2)OCO3)c1 (configuration not stated),22%,9%,-2,0%,0%,-5%,-2%,-1.4%,-1%,4%,-17%
CN1CCc2c(sc3c2c(=O)n(-c2ccccc2)c2nncn32)C1,16%,1%,-1,3%,-1%,17%,0%,-0.2%,-15%,3%,23%
N#C/C(=C(/O)c1ccco1)c1nc2ccccc2s1,-32%&20%,11%&27%,-2,14%&2%,3%&-3%,-9%&-1%,-2%&-6%,0.3%&2.6%,-4%&-7%,-30%&-7%,-16%&18%
CCOc1ccc(NC(=O)c2cn(CC(C)C)c(=O)c3c2c2ccccc2n3C)cc1,-7%,-13%,5,11%,5%,-14%,-5%,-0.2%,0%,1%,-25%
Cc1ccc(S(=O)(=O)c2nc(S(C)(=O)=O)sc2N2CCC(C(N)=O)CC2)cc1,-22%,2%,4,-3%,4%,0%,1%,-0.3%,-4%,-6%,-60%[inhibitor]
COc1ccc(N2CCN(C(=O)c3ccccc3N(C)S(=O)(=O)c3ccc(C)cc3)CC2)cc1,-54%,-1%,2,-8%,2%,-2%,-3%,-0.1%,.,-2%,5%
COc1ccc(-c2c(-c3ccccc3OC)oc3ccccc23)cc1F,0%,6%,2,-1%,-1%,-10%,3%,0.2%,0%,-1%,-25%
Cc1cccc(C(=O)OCC(=O)NC2CC2)c1O,5%,27%,.,2%,1%,3%,-4%,4.6%,-2%,5%,26%
CCCCn1c(=O)[nH]c(=O)c2c1nc(-c1ccc(OCCC)c(OCC)c1)n2C,0%,4%,2,2%,8%,7%,0%,-0.1%,2%,4%,-10%
Cc1nc2c(-c3ccc(F)cc3)c(C)nn2c(C)c1CCC(=O)N1CCC(Cc2ccccc2)CC1,-31%,2%,.,-5%,0%,-23%,6%,-0.6%,-7%,5%,-5%
O=C(/C=C/c1ccccc1)N1CCC(Cc2ccccc2)CC1,?,?,?,11%,-5%,-9%,-19%,0.0%,0%,-3%,-11%
CC(=O)N/N=C(/c1ccccc1)C(O)c1ccccc1 (configuration not stated),-8%,.,1,0%,-2%,1%,?,-0.4%,-1%,25%,1%
O=C(NCc1ccccc1)c1cccc(S(=O)(=O)N2CCOCC2)c1,-3%,2%,5,-2%,0%,0%,14%,-0.4%,-1%,-5%,14%
CCN(CC)c1ccc(NC(=O)c2ccco2)cc1,?,?,?,1.8µM*,-1%,0%,4%,-0.3%,-3%,.,-8%
O=C1C=C(c2cccc(OCc3ccccc3)c2)C[C@@H](c2ccc3c(c2)OCO3)C1,-26%,-8%,-2,-1%,-9%,-6%,10%,0.2%,-1%,10%,5%
Cc1ccc(C)n1CCN1CCN(C(=O)c2ccc(Cl)cc2)CC1,5%,11%,1,?,-1%,2%,?,8.1%,-3%,-5%,-9%
CN(c1ccccc1)S(=O)(=O)c1ccc(C(=O)Nc2nnc(C3CC3)s2)cc1,-3%,-2%,7,10%,-1%,0%,4%,-0.7%,4%,0%,9%
Cc1cccc(OCCNC(=O)CCNS(=O)(=O)c2ccc3ccccc3c2)c1,-16%,-3%,7,-10%,-7%,-1%,2%,0.1%,-1%,3%,-23%
COc1ccccc1NC(=O)CC(c1ccc(F)cc1)c1ccco1 (configuration not stated),-30%,-3%,10,-8%,-1%,-1%,-8%,-1.0%,-2%,-6%,-13%
O=C(NCc1ccccc1)C(c1cccnc1)N(C(=O)c1csnn1)c1ccccc1 (configuration not stated),-24%,9%,-2,-1%,2%,-3%,-24%,0.1%,-4%,0%,-21%
CN=C1S/C(=C\c2ccc(SC)cc2)C(=O)N1C,?,?,0,10µM*,2%,28%,7%,2.5%,-7%,-1%,7%
Cc1ccc(CNn2cnnc2SCC(=O)NC(C)(C)C)cc1,-5%,1%,0,1%,-1%,1%,-22%,0.2%,-1%,0%,0%
CCn1cc(C(=O)O)c(=O)c2cc(F)c(N3CCN(C(=S)Nc4ccc(OC)cc4)CC3)cc21,40%,0%,2,-7%,3%,-11%,-6%,0.2%,-7%,-3%,10%
COC(=O)CC1c2ccccc2S(=O)(=O)N1Cc1ccccc1 (configuration not stated),-8%,-1%,1,-3%,2%,-1%,-10%,-0.2%,-4%,?,-1%
CN(CC(=O)NC1(C)CCS(=O)(=O)C1)S(=O)(=O)c1ccc(Cl)cc1 (configuration not stated),4%,2%,-1,0%,2%,1%,17%,-0.2%,1%,6%,-9%
O=C(c1ccc(Cl)cc1)N1CCN(S(=O)(=O)/C=C/c2ccccc2)CC1,-6%,1%,14,-4%,-4%,-2%,-1%,0.2%,-9%,-5%,?
Cc1sc2nc(COC(=O)C(NC(=O)c3ccc(Cl)cc3Cl)C(C)C)[nH]c(=O)c2c1C (configuration not stated),-7%,1%,-2,-1%,-2%,0%,-1%,-0.8%,7%,19%,8%
COC(=O)N[C@H](c1ccccc1)[C@@]1(C)C[C@@H]1[C@@H](C)C(=O)Nc1ccc2ccccc2c1,-10%,.,.,.,.,-2%,.,.,-3%,15%,-1%
CCC(C)C(=O)N1c2ccccc2C(=C2SC(C(=O)OC)=C(C(=O)OC)S2)C(=S)C1(C)C (configuration not stated),-56%,-16%,7,-6%,0%,-16%,19%,0.5%,-1%,3%,-9%
COC(=O)c1cc(OC)c(OC)c(OC)c1N,-14%,4%,-2,-7%,1%,99%[activator],28%,0.1%,-6%,-3%,-12%
CCCCn1ccc(=O)c2c(C(F)(F)F)nccc21,0%,.,3,.,.,1%,.,.,-4%,2%,-18%

# Whole records, looked up by structure:
# Shown for `CCn1cc(C(=O)O)c(=O)c2cc(F)c(N3CCN(C(=S)Nc4ccc(OC)cc4)CC3)cc21` : BRCA1 expr act = 40%; p53 reactivation = 0%; TRPV1 agonist = 2; ELG1 genotox = -7%; USP2a block = 3%; ASM inhibitor = -11%; Eya2 inh = -6%; B2AR arrestin = 0.2%; TSG101-PTAP inh = -7%; uPA generation = -3%; a7 integrin act = 10%
# Shown for `CN(CC(=O)NC1(C)CCS(=O)(=O)C1)S(=O)(=O)c1ccc(Cl)cc1` (configuration not stated) : BRCA1 expr act = 4%; p53 reactivation = 2%; TRPV1 agonist = -1; ELG1 genotox = 0%; USP2a block = 2%; ASM inhibitor = 1%; Eya2 inh = 17%; B2AR arrestin = -0.2%; TSG101-PTAP inh = 1%; uPA generation = 6%; a7 integrin act = -9%
